PriA SSB inh – K. pneumoniae PriA-SSBct interaction inhibition. hit rate 0.6% among 430,000. AlphaScreen SSBct-PriA binding, biotinylated peptide. inhibition, % at 33 µM; in the data active = inhibition mostly above about 37%, no sharp cut-off; inactive = mostly below about 20%;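 also: plate controls were negative control peptide for no effect and reference peptide for full effect; strong numbers were not always called active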
MazF activator – activators of E. coli MazEF toxin-antitoxin RNase; P0AE70; FAM/BHQ RNA-DNA oligo cleavage fluorescence, 5 h; activation, % at 20 µM; hit rate 0.32% among 350,000; in the data active = activation above about 50%
Target sequence (P0AE70 whole entry, looked up): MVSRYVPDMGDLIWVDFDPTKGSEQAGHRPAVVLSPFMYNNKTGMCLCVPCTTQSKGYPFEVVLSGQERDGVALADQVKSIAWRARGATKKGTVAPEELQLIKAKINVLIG
Rv3671c inh – Rv3671c (M. tuberculosis) protease inhibition. AID 2606. hit rate 0.048% among 320,000. P9WHR9. inhibition, % at 5.96 µM; in the data active = inhibition above about 38%;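 also: extracellular domain of Rv3671c used as enzyme; 0% = enzyme with DMSO and 100% = no enzyme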
Target sequence (P9WHR9 whole entry, looked up, the tested form may be a part): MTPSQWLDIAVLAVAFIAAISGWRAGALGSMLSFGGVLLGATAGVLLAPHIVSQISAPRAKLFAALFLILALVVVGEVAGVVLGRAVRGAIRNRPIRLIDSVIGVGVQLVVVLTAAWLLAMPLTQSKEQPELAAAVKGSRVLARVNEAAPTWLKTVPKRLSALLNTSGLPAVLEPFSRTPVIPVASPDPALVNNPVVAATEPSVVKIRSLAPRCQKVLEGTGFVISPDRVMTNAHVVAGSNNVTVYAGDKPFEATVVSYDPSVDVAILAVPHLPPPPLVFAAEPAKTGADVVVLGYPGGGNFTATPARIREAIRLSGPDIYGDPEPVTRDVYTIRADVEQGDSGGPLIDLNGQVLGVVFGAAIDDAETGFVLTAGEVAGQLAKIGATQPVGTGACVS
CCHF vOTU inh – CCHFV vOTU protease inhibition | Pep-AMC fluorescence | inhibition, % at 11.5 µM | hit rate 0.55% among 370,000; in the data active = inhibition above about 30%; also: 0% = vehicle wells with enzyme and 100% = no enzyme wells
PrPC TRFRET – inhibitors of human cell surface prion protein PrPC; AID 720596; P04156; TR-FRET read-out; hit rate 0.43% among 370,000; inhibition, % at 13.8 µM; in the data active = inhibition above about 24%; also: 0% = median of the test wells and 100% = reference compound wells
BoNT-F LC inh – blocks Botulinum neurotoxin F light chain protease. Multiplex microsphere protease cleavage assay, flow cytometry. inhibition, % at 10 µM. hit rate 0.22% among 360,000. AID 588497; in the data active = inhibition above about 35%, passing the limit was not always enough; inconclusive = no clear call, values can overlap the other calls; also: plate controls were buffer without enzyme for full effect and enzyme alone for no effect
BoNT A protease – blocks Botulinum neurotoxin A light chain protease; AID 588499; hit rate 0.17% among 360,000; inhibition, % at 10 µM; multiplex microsphere protease substrate cleavage, flow cytometry; also: plate controls were buffer without enzyme for full effect and enzyme alone for no effect
Anthrax LF inh2 – anthrax lethal factor protease inhibition | AID 588501 | multiplex microsphere protease cleavage assay, LF | hit rate 0.12% among 360,000 | P15917 | inhibition, % at 10 µM; also: plate controls were buffer without enzyme for full effect and enzyme alone for no effect
SARS 3CLpro inh – SARS-CoV 3CLpro protease inhibition; hit rate 0.14% among 290,000; inhibition, % at 6 µM; recombinant SARS-CoV 3CLpro, quenched FRET peptide cleavage; P0C6X7; AID 1706; in the data active = inhibition above about 12%
DUSP3 inh – blocks human VHR1 dual specificity phosphatase. P51452. recombinant VHR phosphatase, pNPP absorbance. inhibition, % at 13.3 µM. hit rate 0.52% among 290,000; in the data active = inhibition above about 50%; also: some compounds called inactive have numbers as strong as hits
Target sequence (P51452 whole entry, looked up): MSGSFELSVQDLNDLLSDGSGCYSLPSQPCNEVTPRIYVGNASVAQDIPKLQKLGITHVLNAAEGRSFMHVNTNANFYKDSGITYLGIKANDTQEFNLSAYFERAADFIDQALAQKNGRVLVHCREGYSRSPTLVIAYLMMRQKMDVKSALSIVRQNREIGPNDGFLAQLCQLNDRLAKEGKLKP
Numbers without * were called inactive; ? = inconclusive; . = not tested or not shown; & = joins results of further samples. Rule as the data show it, unless noted: active = inhibition above about 30%; inconclusive = no clear call, values can overlap the other calls; inactive = below that. The list is partial (hit frequency here may not be typical).

SMILES	PriA SSB inh	MazF activator	Rv3671c inh	CCHF vOTU inh	PrPC TRFRET	BoNT-F LC inh	BoNT A protease	Anthrax LF inh2	SARS 3CLpro inh	DUSP3 inh
O=C(CCN1CCN(Cc2ccccc2)CC1)NNC(=O)c1cc2ccccc2o1	2	-1	13	-3	-4	8	-0.6	-5	.	.
O=C(N/N=C/c1ccc(O)c(O)c1)c1cc(-c2ccccc2)nc2ccccc12	.	16	11	12	4	?	-0.3	5	0	8
O=C(CSc1ccccc1)NC(=O)NCc1ccccc1	0	8	8	8	2	-8	-1.4	-8	4	23
CC1CCCN(S(=O)(=O)c2ccc(CN3C(=O)c4cccnc4C3=O)cc2)C1 (centres undefined)	6	-14	3	-1	-3	9	-1.1	-1	-1	-27
CCN(CC(=O)Nc1ccc(NC(C)=O)cc1)C(=O)c1ccccc1Sc1ccccc1C#N	0	-10	0	-12	-2	0	-0.2	-4	.	.
O=c1c2ccccc2nnn1CCO	-5	5	-6	-4	-1	-1	-1.4	0	0	22
CCc1nc2c3cnn(-c4cc(Cl)ccc4C)c3ncn2n1	4	0	7	0	6	-6	0.0	-4	1	-4
COc1ccc(NC(=O)N2CCc3ccccc3C2)cc1OC	-10	4	-5	-1	0	-2	0.0	0	-6	4
O=C(CSC1=NCCS1)NC(c1ccccc1)c1ccccc1	0	0	-6	-1	2	-16	-1.3	-5	4	-12
CC(C)CNC(=O)C(=O)NCc1ccccc1	2	-2	6	-2	-6	2	0.3	-2	2	10
CCOC(=O)C1(C(=O)OCC)CC1c1ccccc1 (centres undefined)	-15	5	-3	4	-4	-16	-0.6	3	4	2
CN(C)S(=O)(=O)NCC1CCCN(Cc2cc3ccccc3s2)C1 (centres undefined)	-2	4	-3	2	-8	?	-1.2	-4	-4	.
CCCN1/C(=C(\C#N)C2=NS(=O)(=O)c3ccccc32)N(C)c2ccccc21	-4	2	.	10	-4	7	0.2	2	.	.
COc1cccc(NC(=O)CCN2CCC(C(N)=O)CC2)c1	1	5	-1	-7	2	1	0.5	-4	1	3
O=C(c1ccco1)N1CCN(C(=O)c2ccc(-c3cccc(C(F)(F)F)c3)o2)CC1	0	10	-6	3	-7	7	4.1	5	.	.
COc1cccc(CNC(=O)C2CCN(S(=O)(=O)c3ccc4c(c3)NC(=O)C(C)S4)CC2)c1 (centres undefined)	3	7	-9	13	4	1	-0.4	0	1	15
CCOc1cc(C(=O)Nc2ccc(C)cc2O)ccc1OCC(=O)N1CCOCC1	-7	1	-2	-1	-1	.	.	.	.	.
Cc1ccc(S(=O)(=O)N(C)CC(=O)NCCCc2ccccc2)cc1	-6	-91	2	19	-9	5	-1.5	-7	6	10
CCN(CC)S(=O)(=O)c1ccc(C)c(NC(=S)N2CCN(Cc3ccc4c(c3)OCO4)CC2)c1	-4	3	-10	3	17	-3	0.0	0	-1	22
O=C1CC(NC(=O)c2ccc(Cl)cc2)C(=O)N1 (centres undefined)	0	0	-7	8	1	13	2.1	3	5	.
COc1ccccc1C(CNC(=O)c1cccc(S(=O)(=O)Nc2ccc(F)cc2)c1)N(C)C (centres undefined)	2	8	-1	-11	-4	.	.	.	.	.
COc1cc(CO)ccc1OCc1ccc(Cl)nc1	-10	3	0	-3	-4	8	-4.4	-1	7	-8
CCCC(=O)N1N=C(c2ccccc2)CC1c1cn(C)c2ccccc12 (centres undefined)	19	3	-15	3	5	-7	0.1	-4	7	-10
Cc1cccc(OCCCC(=O)N2CCCc3ccccc32)c1C	-49&-17&-72	-7	-2	-2	4	-15	0.1	-4	-3	14

Some entries already given, reduced to SARS 3CLpro inh, CCHF vOTU inh and Anthrax LF inh2.
Structure | SARS 3CLpro inh | CCHF vOTU inh | Anthrax LF inh2
O=C(c1ccco1)N1CCN(C(=O)c2ccc(-c3cccc(C(F)(F)F)c3)o2)CC1 | . | 3 | 5
COc1cccc(CNC(=O)C2CCN(S(=O)(=O)c3ccc4c(c3)NC(=O)C(C)S4)CC2)c1 (centres undefined) | 1 | 13 | 0
CCOc1cc(C(=O)Nc2ccc(C)cc2O)ccc1OCC(=O)N1CCOCC1 | . | -1 | .
Cc1ccc(S(=O)(=O)N(C)CC(=O)NCCCc2ccccc2)cc1 | 6 | 19 | -7

The results go on.
SMILES	PriA SSB inh	MazF activator	Rv3671c inh	CCHF vOTU inh	PrPC TRFRET	BoNT-F LC inh	BoNT A protease	Anthrax LF inh2	SARS 3CLpro inh	DUSP3 inh
Cc1ccc(NC2=NCCC2)cc1Cl	-2	-1	-6	0	4	6	0.4	-3	0	-9
Cc1ccc(-n2c(C)cc(/C=N/NC(=O)Cn3c4ccccc4c(=O)c4ccccc43)c2C)cc1	.	-10	-16	-41	0	24	1.6	0	-3	-2
COC(=O)c1ccc(/C=N\NC(=O)c2c(C)nc3ccc(Cl)cn23)cc1	.	10	6	.	.	24	2.4	-6	-1	4
CCn1c(=O)c(C(=O)CC#N)c(N)n(Cc2ccccc2)c1=O	-7	-4	1	6	-5	-7	0.2	5	2	12
CCOC(=O)N1CCN(Cc2ccc(O)c3ncccc23)CC1	88*	-4	11	2	0	.	.	.	1	22
COc1cc(/C=N/N2CCOCC2)ccc1OCc1ccc(Cl)cc1	.	2	-6	-11	4	-5	-1.2	-1	-2	26
CCC(C)C1NC(=S)N(Cc2ccccc2)C1=O (centres undefined)	-17	-4	-9	2	7	-10	-0.6	-2	7	10
CC(=O)c1cn(Cc2ccccc2C#N)c2ccccc12	2	-3	1	-8	12	-5	0.1	0	5	-10
CCOC(=O)C1CCN(C(=O)c2cccc(Cl)c2)CC1	4	1	-3	4	5	-6	-0.7	-6	0	-4
Cc1cc(-c2n[nH]c(=S)n2-c2ccccc2)nn1C	-1	4	-2	6	6	-14	-1.1	-3	-4	-2
Cc1cc(C)cc(NC(=O)CSc2ncc(S(=O)(=O)c3ccccc3)c(=O)[nH]2)c1	.	.	-4	1	6	.	.	.	1	-6
Cc1ccc(Nc2ccc([N+](=O)[O-])nc2[N+](=O)[O-])cc1	13	5	-10	22	-56	-5	0.8	-2	3	6
Cc1cc(C)cc(N(CCC#N)C(=O)COC(=O)Cn2[nH]c(=O)c3ccccc3c2=O)c1	5	-3	5	8	-1	2	0.0	-2	.	.
CCOC(=O)N1CCC(NC(=O)CS(=O)(=O)Cc2nc(-c3ccc(OC)cc3)oc2C)CC1	-10	-1	-3	0	1	0	1.7	2	5	6
CC1CCC(NC(=O)CCS(=O)(=O)c2ccc3c(c2)CCN3C(=O)C2CC2)CC1 (centres undefined)	-2	4	10	-8	3	-6	1.0	5	2	-31
Cc1c(NC(=O)c2ccc3ncccc3c2)c(=O)n(-c2ccccc2)n1C	-8	-15	-8	-8	-1	-6	-0.4	-2	5	12
CC(=O)c1cc2c(cc1NC(=O)CN1CCCCC1C)OCO2 (centres undefined)	-1	2	7	7	-7	-13	?	-1	7	27
O=C(OCCN1C(=O)c2cccc3c(N4CCOCC4)ccc(c23)C1=O)c1ccc(Cl)cc1Cl	-9	-802	-33	-1	-5	19	51*	24	2	33
Cc1ccccc1-n1c(O)c(/C=N/c2nccs2)c(=O)[nH]c1=O	.	2&-21	-6&-3	-2&-2	12&-7	-5&2	-0.5&-0.2	-8&-1	5&-3	31&2
O=C(NCCCn1ccnc1)c1ccc(F)cc1	-1	2	-4	3	-5	4	-1.6	-5	3	7
O=C1C(Cl)=C(N2CCCCC2)C(=O)C(Cl)=C1c1cnc(N2CCCCC2)s1	-6	-2	.	.	.	-4	4.4	-1	6	-9
CN1C(=O)CSc2ccc(NC(=O)N3CCOCC3)cc21	-5	-8	-9	2	3	5	1.1	0	0	-8
CCCCN1C(=O)C(O)=C(C(C)=O)C1c1ccccc1 (centres undefined)	-11	-5	-4	.	.	-10	-0.1	1	0	-4
O=C(CSCc1ccc(Cl)cc1)Nc1cc([N+](=O)[O-])ccc1O	7	-26	-10	6	-16	-3	0.4	-1	1	27
Nc1ccc(C(=O)c2cccs2)cc1	-4	-3	-15	7	-5	-1	1.2	3	1	-2
Cc1ccc2nc(SC(C(=O)c3ccccc3)c3ccccc3)nc(C)c2c1 (centres undefined)	-7	-16	3	-21	-1	-1	0.5	-7	0	0
C[C@H](CO)N1C[C@H](C)[C@@H](CN(C)C(=O)NC2CCCCC2)Oc2c(NC(=O)Nc3ccc(C(F)(F)F)cc3)cccc2C1=O	-22	6	-11	-1	3	3	-0.2	-3	.	.
COc1ccc(S(=O)(=O)Nc2ccccc2C(=O)N2CCOCC2)cc1C	-1	11	-8	-2	-1	10	-2.3	-5	7	-25
C[C@H](CO)N1C[C@H](C)[C@@H](CN(C)CC2CC2)Oc2c(NC(=O)C3CC3)cccc2C1=O	-7	5	.	1	2	-2	-0.1	-4	.	.
CCN(CC)C(=O)CSC1=Nc2ccccc2C2=NC(Cc3c[nH]c4ccccc34)C(=O)N12 (centres undefined)	-6	7	-8	2	2	4	0.0	-7	8	17
CC1CCCCC1NC(=O)CN1C(=O)NC(Cc2ccccc2)(Cc2ccccc2)C1=O (centres undefined)	-15	-6	3	-5	-6	10	0.8	1	-1	29
CCCCN(CCCNC(=O)c1ccc2c(c1)NC(=O)CN2C)c1ccccc1	.	-12	.	25	11	-1	0.6	-4	.	.
O=c1[nH]c(=O)n(CCC2=CCCCC2)c(O)c1C=Nc1cccc(F)c1	0	-3	-1	-1	-3	0	0.6	-1	0	3
CCn1c2ccccc2c2nn(C)c(=N)nc21	1	6	1	7	-24	-12	0.8	-5	-3	19
Cc1ccc(N(CC(=O)NCC(O)c2ccccc2)S(=O)(=O)c2ccc(C)cc2)cc1 (centres undefined)	-4	-2	2	20	0	2	0.3	-3	-1	16
Cc1ccc(C(C)C)cc1S(=O)(=O)NCc1cccnc1	-11	10	1	2	13	-5	-0.9	-1	-2	3
CCCOC(=O)NC1CCS(=O)(=O)C1 (centres undefined)	-20	-1	-7	11	2	7	-0.1	0	-6	27
CCCCCCNC(=O)CNC(=S)N(Cc1cccs1)C1CCCCC1	4	-8	-10	23	14	2	1.5	5	2	-2
CCCCSP1(=S)NCCCO1 (centres undefined)	-20	1	0	-1	0	-1	0.2	1	4	12
CC(C)c1nc2oc3c(N(C)CCO)ncnc3c2c2c1CCC2	0	13	10	14	1	-2	1.1	-1	2	-3
CC(=O)NCCn1c(SCC(=O)NCc2ccco2)nc2ccccc2c1=O	5	4	0	3	-1	-4	-1.6	-4	-6	19
Cc1ccc([C@@H]2CC=C(C(=O)O)[C@H](c3ccc(C(C)(C)C)cc3)N2S(=O)(=O)c2ccc(C)cc2)cc1	2	2	-18	42*	2	-2	-0.2	-5	.	.
CCOc1ccc(N/C=C/C(=O)c2ccc3ccccc3c2)c([N+](=O)[O-])c1	.	11	2	.	.	0	0.2	-2	10	14
O=c1nc2scc(-c3ccccc3)n2c2ccccc12	-23	-5	-5	-10	2	16	2.7	3	3	21
COc1cccc(CN(C)CC(=O)NC(=O)NCc2ccco2)c1	-2	-2	2	-3	-2	2	-0.8	-7	-1	-10
O=[N+]([O-])c1cccc(Oc2ncccc2[N+](=O)[O-])c1	-8	11	.	6	-16	-2	0.1	-7	.	.
O=C(CCNC(=O)c1ccc(Cl)cc1)Nc1ccccc1N1CCCC1	-8	3	4	11	-3	-9	1.6	-3	.	.
COc1ccc(OCC(=O)N2CCN(C(=O)COc3ccccc3)CC2)cc1	-11	3	-3	-1	4	3	-1.5	-2	1	13
CC(C)NC(=O)c1ccc(CNC(=O)OCC(F)(F)F)cc1	-2	2	-4	11	6	?	1.4	2	-6	20

Sorted by heavy-atom count (ascending): 3 of the compounds above
SMILES	PriA SSB inh	MazF activator	Rv3671c inh	CCHF vOTU inh	PrPC TRFRET	BoNT-F LC inh	BoNT A protease	Anthrax LF inh2	SARS 3CLpro inh	DUSP3 inh
O=c1nc2scc(-c3ccccc3)n2c2ccccc12	-23	-5	-5	-10	2	16	2.7	3	3	21
O=C(CCNC(=O)c1ccc(Cl)cc1)Nc1ccccc1N1CCCC1	-8	3	4	11	-3	-9	1.6	-3	.	.
CC(=O)NCCn1c(SCC(=O)NCc2ccco2)nc2ccccc2c1=O	5	4	0	3	-1	-4	-1.6	-4	-6	19

Screening data from PubChem.
